Assay outcomes as filed in PubChem.
GPR151 ag: activators of human GPR151, primary screen, cell-based, PathHunter beta-arrestin, luminescence | AID 1508602, 2020 | hit rate 1% among 650,000 | PathHunter beta-arrestin GPR151 cells | G-protein coupled receptor 151 (Homo sapiens), Q8TDV0 | activation, % at 11.2 µM; in the data active means activation above about 4.9%;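 further: 0% = median of compound wells and 100% = cells with positive control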
Target sequence (Q8TDV0 whole entry, looked up): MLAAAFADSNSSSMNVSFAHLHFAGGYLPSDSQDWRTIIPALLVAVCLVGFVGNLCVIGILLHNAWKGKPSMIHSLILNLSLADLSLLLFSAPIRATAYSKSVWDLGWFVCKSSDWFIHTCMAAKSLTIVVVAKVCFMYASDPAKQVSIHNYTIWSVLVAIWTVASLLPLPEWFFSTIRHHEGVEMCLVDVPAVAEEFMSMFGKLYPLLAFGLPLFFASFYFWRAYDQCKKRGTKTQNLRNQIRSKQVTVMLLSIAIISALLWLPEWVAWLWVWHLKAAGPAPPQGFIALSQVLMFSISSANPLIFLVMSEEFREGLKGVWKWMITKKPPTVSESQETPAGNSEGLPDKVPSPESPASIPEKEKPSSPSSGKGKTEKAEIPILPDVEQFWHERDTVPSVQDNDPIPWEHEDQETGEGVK
TEAD-YAP inh: TEAD-YAP interaction inhibition, primary screen, TEAD-YAP interaction inhibitor project, luminescence, HEK-TIYL cells | TEAD-Gal4/YAP UAS-luciferase luminescence | inhibition, % at 9.12 µM | hit rate 1.4% among 640,000 | AID 1259422, 2018; in the data active means inhibition above about 32%;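 further: 0% = median of test compound wells and 100% = reference inhibitor wells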
FBW7 activator: FBW7 E3 ligase activators, primary screen, biochemical, AlphaScreen, human | F-box/WD repeat-containing protein 7 (Homo sapiens), Q969H0 | AlphaScreen FBW7–phospho-cyclin E peptide binding, activator screen | normalized activity (activation), % at 26.1 µM | hit rate 0.13% among 650,000; in the data active means normalized activity above about 1.9%;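 further: purified mutant Fbw7 with reduced substrate affinity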
MITF primary: MITF inhibitors, primary screen, biochemical, AlphaScreen, human. AlphaScreen MITF homodimerization, bead proximity signal. inhibition, % at 2.6 µM. AID 1259374, 2018. hit rate 0.91% among 650,000. Microphthalmia-associated transcription factor (Homo sapiens), O75030; in the data active means inhibition above about 50%;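 further: 0% = vehicle wells with protein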
Target sequence (O75030 whole entry, looked up): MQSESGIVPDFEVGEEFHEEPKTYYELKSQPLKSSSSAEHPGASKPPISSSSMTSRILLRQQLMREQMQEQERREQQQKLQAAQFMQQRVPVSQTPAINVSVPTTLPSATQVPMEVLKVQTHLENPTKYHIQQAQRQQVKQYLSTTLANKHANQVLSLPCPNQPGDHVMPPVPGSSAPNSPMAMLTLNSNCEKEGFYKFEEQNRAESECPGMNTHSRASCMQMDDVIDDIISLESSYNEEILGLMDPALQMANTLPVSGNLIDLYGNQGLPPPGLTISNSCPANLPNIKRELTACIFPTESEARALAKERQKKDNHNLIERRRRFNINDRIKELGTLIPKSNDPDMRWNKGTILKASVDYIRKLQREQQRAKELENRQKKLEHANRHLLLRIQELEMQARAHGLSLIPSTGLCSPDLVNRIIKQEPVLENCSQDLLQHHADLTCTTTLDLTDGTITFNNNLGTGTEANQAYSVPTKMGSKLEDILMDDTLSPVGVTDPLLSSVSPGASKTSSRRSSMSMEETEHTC
* hit, by the source's call.

Molecule | GPR151 ag | TEAD-YAP inh | FBW7 activator | MITF primary
COc1ccc(C2C(C(=O)Nc3ccc(C)cc3C)=C(C)Nc3ncnn32)cc1OC (stereo not given) | -1.7 | 10 | -0.1 | -12
Cn1c(=O)[nH]c(=O)c2c1nc1n2CCN1c1cccc(Cl)c1 | -0.9 | 11 | 0.1 | 10
O=C(c1ccc(Cl)cc1)N1CCN(CCN2C(=O)c3cccc4cccc(c34)C2=O)CC1 | 1.4 | 12 | 0.2 | -6
CCc1ccc(OCCCC(=O)Nc2ccc(S(=O)(=O)Nc3nc(C)cc(C)n3)cc2)cc1 | 1.3 | -9 | 0.1 | 2
CC1Oc2ccccc2OC1C(=O)NCc1ccccc1 (stereo not given) | 0.1 | -4 | 0.2 | 3
CCCOC(=O)c1sc2nc3c(c(-c4ccc(Cl)cc4)c2c1N)CCC3 | -1.5 | -7 | 0.6 | -6
COCC(=O)N1CCN(c2ccc([N+](=O)[O-])cc2)CC1 | 1.9 | 7 | 0.6 | 11
COc1ccc2c(=O)c(Oc3ccc(C(=O)NC4CC4)cc3)coc2c1 | 0.0 | 2 | 0.1 | 12
O=C(Cc1nc2ccccc2[nH]1)NCc1ccccc1 | -1.0 | -6 | 0.4 | 7
O=C(C1CN(c2nc3ccccc3s2)C1)N1CCCC1 | -3.1 | -11 | 0.3 | 22
COc1ccc(Nc2ncnc3c2cnn3-c2cccc(Cl)c2)cc1OC | 0.6 | 12 | 0.2 | 17
Cc1ccc(S(=O)(=O)Nc2ccccc2C(=O)N2CCc3ccccc3C2)cc1 | -0.3 | -1 | -0.3 | -22
N#Cc1ccc(-c2nnnn2-c2cccc(C#N)c2)cc1 | -0.1 | 0 | 0.4 | 7
COC(=O)c1c(NC(=O)c2c(OC)cccc2OC)sc2c1CCCC2 | -0.7 | 4 | 0.0 | -1
Cc1cc(C)c(C#N)c(N2CCN(Cc3ccc4c(c3)OCO4)CC2)n1 | -0.7 | 2 | -0.1 | 6
Cc1cc(NN)nc(NS(=O)(=O)c2ccc(N)cc2)n1 | 0.3 | 4 | 0.1 | 3
COc1ccc(NC(=O)CN(c2c(C)cccc2C)S(C)(=O)=O)cc1OC | -0.3 | 5 | -0.2 | 10
COc1ccc(C)cc1N(C)C(=O)Cc1c(C(=O)O)n(C)c2ccccc12 | 1.1 | -1 | 0.2 | -2
COc1ccc(C(=O)Oc2ccc(/C=C3/C(=N)N4OC(C)=CC4=NC3=O)cc2OC)cc1 | 0.4 | 9 | 0.1 | 17
CCC(=O)N1CCc2cc(S(=O)(=O)CCC(=O)NCc3ccc(C)cc3)ccc21 | -0.2 | 1 | 0.2 | 0
COc1ccc(C2C(C(=O)NC3CCCCC3)CC(=O)N2c2ccc(OC)cc2)cc1 (stereo not given) | 4.3 | 5 | 0.2 | 1
COCCOC(=O)C1=C(C)NC2=C(C(=O)CC(c3ccc(OC)cc3)C2)C1c1ccc2c(c1)OCO2 (stereo not given) | 0.3 | 17 | 0.2 | -7
Cc1ccc2c(c1)Oc1ccc(NC(=O)c3ccc(O)cc3)cc1C(=O)N2C | 1.8 | 28 | 0.3 | -9
COc1ccc(N2C(=O)CN(C(=O)c3cccnc3)CC23CCCC3)cc1 | 0.9 | -8 | -0.2 | 14
COc1cc(/C=N/Nc2nnnn2-c2cccc3ccccc23)ccc1O | 0.0 | -4 | 0.2 | -10
Cc1cccc(NC(=O)CSc2nnc(C)c(=O)n2N)c1C | 0.9 | 16 | -0.1 | -4
Cc1c(C#N)c2ccccc2n1CC(=O)N1CCCCC1C (stereo not given) | -1.1 | -11 | 1.6 | 19
CCc1nc(N)c(C#N)c(-c2ccncc2)c1C | 2.7 | -21 | 0.0 | -9
Cn1c(=O)oc2cc(S(=O)(=O)N3CCCC(C(=O)NCC4CCCO4)C3)ccc21 (stereo not given) | 0.2 | 7 | -0.4 | 12
CCc1nc(N2CCN(C(=O)C3CC3)CC2)c2c3c(sc2n1)CC(C)CC3 (stereo not given) | -0.5 | 3 | 0.1 | 4
O=C(CCOc1ccccc1)Nc1ccccc1N1CCOCC1 | -2.4 | -2 | 0.0 | 6
CC(=O)Nc1cc(CNCc2ccc(-c3ccccc3C)cc2)cc(C(=O)N2CCCC2)c1 | 3.8 | 6 | 0.0 | 11
O=C(Nc1cc(Cl)ccc1Cl)c1cc2nc(-c3ccco3)cc(C(F)(F)F)n2n1 | -1.0 | 8 | 0.2 | 13
Cc1nn(-c2ccccc2)c2[nH]c(=O)c(CNCc3ccc4c(c3)OCO4)cc12 | -0.5 | -1 | -0.1 | -2
COc1ccc2c(c1)/C(=C/c1c(O)n(C)c(=O)c3ccccc13)C=N2 | 2.6 | 19 | -0.1 | 1
NNC(=O)c1nnn(-c2nonc2N)c1-c1cccs1 | 2.1 | 4 | 0.0 | -4
O=C1CCCN1CCn1cnc2c(NCc3cccc(C(F)(F)F)c3)nc(N3CCCC3CO)nc21 (stereo not given) | 0.1 | 6 | 0.0 | 9
Cc1ccc(C(=O)NNC(=O)CC(NC(N)=O)c2ccc(Cl)cc2)cc1 (stereo not given) | 1.2 | 4 | 0.0 | 13
Cc1ccc(CC(=O)Nc2ccc(F)cc2)cc1 | -0.9 | -8 | 0.2 | 18
COc1ccc(C2CC(=O)C3=C(C2)NC(C)=C(C(=O)OCC(C)C)C3c2ccc(Cl)cc2)cc1 (stereo not given) | -2.0 | 14 | 0.3 | 17
Cc1ccccc1OCC(=O)Nc1cccc(NC(=O)c2ccco2)c1 | -2.0 | -16 | -0.3 | -1
O=S(=O)(NC1c2cccc3cccc(c23)C1N1CCOCC1)c1ccc(Cl)cc1 (stereo not given) | -0.4 | -3 | 0.0 | -5
COc1ccc2cc(C(=O)NC3CCCCC3)c(=O)oc2c1 | 2.0 | -2 | 0.6 | 5
COC(=O)c1sc(S(=O)(=O)Nc2ccc(NC(C)=O)cc2)c(C(=O)OC)c1C | -0.5 | 11 | 0.2 | 17
COc1cc(C2SCCS2)cc([N+](=O)[O-])c1OS(C)(=O)=O | -0.7 | 6 | -0.2 | 1

Continued (six carried over from the part before).
Molecule | GPR151 ag | TEAD-YAP inh | FBW7 activator | MITF primary
COc1ccc(C2CC(=O)C3=C(C2)NC(C)=C(C(=O)OCC(C)C)C3c2ccc(Cl)cc2)cc1 (stereo not given) | -2.0 | 14 | 0.3 | 17
Cc1ccccc1OCC(=O)Nc1cccc(NC(=O)c2ccco2)c1 | -2.0 | -16 | -0.3 | -1
O=S(=O)(NC1c2cccc3cccc(c23)C1N1CCOCC1)c1ccc(Cl)cc1 (stereo not given) | -0.4 | -3 | 0.0 | -5
COc1ccc2cc(C(=O)NC3CCCCC3)c(=O)oc2c1 | 2.0 | -2 | 0.6 | 5
COC(=O)c1sc(S(=O)(=O)Nc2ccc(NC(C)=O)cc2)c(C(=O)OC)c1C | -0.5 | 11 | 0.2 | 17
COc1cc(C2SCCS2)cc([N+](=O)[O-])c1OS(C)(=O)=O | -0.7 | 6 | -0.2 | 1
CCOC(=O)C1=C(C)N=c2s/c(=C\c3ccc(N(C)C)c(Br)c3)c(=O)n2C1c1ccc(SC)cc1 (stereo not given) | -0.3 | -8 | 0.0 | -3
Cc1ccc2c(c1)CN(C(=O)CN1CC(c3ccccc3)CC1=O)CC(C)O2 (stereo not given) | -0.1 | -6 | 0.0 | -6
Cc1ccc(OCCN(C)Cc2ccc(OCC(O)CN(C)C)cc2)cc1 (stereo not given) | 9.9* | 13 | 0.0 | 9
COc1ccc(C)cc1NC(=O)CN1CCN(CC(=O)Nc2ccccc2Cl)CC1 | 0.9 | 0 | -0.1 | -2
Cc1ccc(CN2CCNC(=O)C2CC(=O)NCc2n[nH]c3c2CCC3)o1 (stereo not given) | -0.1 | -3 | 0.0 | -10
CC(=O)N1CCOc2cc(S(=O)(=O)NC3CCCCCCC3)ccc21 | -0.2 | 2 | 0.0 | 6
CC(c1ccccc1)C(CC(=O)O)C(=O)Nc1ccc([N+](=O)[O-])cc1 (stereo not given) | -0.4 | 10 | -0.1 | 6
CCOC(=O)c1c(NC(=O)C(C)(C)C)sc2c1CCC2 | -1.0 | -9 | -0.1 | -17
c1ccc(Cn2cc(-c3ncoc3-c3ccnc(Nc4ccc(N5CCOCC5)cc4)c3)cn2)cc1 | 6.0* | 45* | -0.4 | 13
O=S(=O)(Nc1ccc(S(=O)(=O)Nc2ncccn2)cc1)c1ccc2ccccc2c1 | -2.0 | 10 | 0.2 | 7
CCn1c(=NC(=O)CN2C(=O)CCC2=O)sc2c(C)cc(C)cc21 | -1.5 | 1 | 0.2 | 10
COc1cc(OC)c(N(C)C(=O)Cn2ncc3c(=O)oc4ccc(C)cc4c32)cc1Cl | 0.1 | 2 | -0.1 | 1
O=C(CN1C(=O)NC(c2ccccc2)(c2ccccc2)C1=O)NC(=O)NC1CCCCC1 | 0.7 | -6 | 0.6 | 7
CC(=O)Oc1cc(OC(C)=O)c2c(-c3ccc([N+](=O)[O-])cc3)cc(=O)oc2c1 | 1.2 | 12 | 0.8 | 5
NC(=O)C1CC(=O)N(Cc2ccccc2Cl)C1 (stereo not given) | -1.7 | 12 | 0.2 | 7
CCOP(=O)(OCC)c1nc(/C=C/c2ccccc2)oc1N1CCCCC1 | 3.2 | 3 | 0.3 | -1
COc1ccc(-c2nc3ccccc3c(C(=O)Nc3cccc(Cl)c3C)c2C)cc1 | 2.1 | 2 | 0.0 | -2
COc1cccc(NC(=O)Cn2c(C)c(C#N)c3ccccc32)c1 | 0.1 | 1 | 0.5 | 8
CCC(Sc1nc2ccccc2c(=O)n1CC1CCC(C(=O)NCCc2ccccc2)CC1)C(=O)NCc1cccnc1 (stereo not given) | -0.3 | -5 | -0.1 | -7
COc1ccc(Br)cc1/C=C(\NC(=O)c1cncc(Br)c1)C(=O)N1CC2CC(C1)c1cccc(=O)n1C2 (stereo not given) | -1.2 | -2 | -0.1 | 1
COc1ccc(C(=O)COc2ccccc2OC)cc1OC | -1.9 | 1 | 0.6 | 6
Cc1nc(CN2CCN(C(=O)CCN3Cc4ccccc4OC(C)C3)CC2)cs1 (stereo not given) | 0.8 | -8 | -0.3 | -7
Cc1nc2c(C(=O)NCc3ccc4c(c3)OCO4)c[nH]n2c(=O)c1Cl | 1.1 | -1 | -0.1 | 2
Cc1ccc(C2CC(c3ccc(F)c(Br)c3)n3nnnc3N2)cc1 (stereo not given) | -0.2 | 8 | 0.2 | 14
CC1CCCCN1C(=O)CSc1nc(C2CC2)nc2ccccc12 (stereo not given) | 1.2 | -10 | -0.1 | 6
O=C(CON=C1c2ccccc2-c2ccccc21)N1CCc2ccccc21 | 2.4 | 10 | -0.1 | 5
CCCCC(CC)CNC(=O)c1ncn[nH]1 (stereo not given) | 0.5 | 2 | -0.1 | -9
CNC(=O)c1ccccc1NC(=O)c1c(O)c2cccc3c2n(c1=O)CC3 | 0.8 | -6 | -0.2 | -1
CCOc1ccc(S(=O)(=O)N(C(C)=O)c2ccc3oc(C)c(C(=O)OC)c3c2)cc1 | 0.2 | 22 | 0.0 | 18
CCN1C(=O)NC(=O)/C(=C\c2cn(CC(=O)NCCCOC)c3ccccc23)C1=O | -0.4 | 0 | -0.1 | 1
CC1CCN(C(=O)CCCNC(=O)Cn2cnc3sc4c(c3c2=O)CCCC4)CC1 | 0.8 | 4 | -0.1 | 0
CC(C)OC(=O)c1c(NC(=O)c2cc3nc(-c4ccco4)cc(C(F)(F)F)n3n2)sc2c1CCCC2 | -1.4 | 3 | 0.4 | 13
Cc1cc(C(=O)COC(=O)C2=COCCO2)c(C)n1-c1ccc(Cl)c(Cl)c1 | 1.1 | 8 | -0.1 | 17
COc1cccc(CN2CCN(S(=O)(=O)c3ccc(Cl)cc3)CC2)c1 | -0.8 | 4 | 0.3 | 13
Cc1c(C(=O)N(C)Cc2ccccc2)sc2ncn(CC(=O)N3CCN(c4ccccn4)CC3)c(=O)c12 | 0.2 | 11 | -0.1 | 0
O=C(c1cc(COc2cccc(C(F)(F)F)c2)on1)N1CCSCC1 | -1.7 | -9 | 0.0 | -4
Cc1nn(CC(=O)NC(C)(C)C)c(=O)c2cc3occc3n12 | 0.4 | -4 | 0.2 | 15
Cc1cc(S(=O)(=O)n2nc(-c3ccccc3)cc2N)ccc1F | 0.3 | -1 | 0.0 | 5
CCOc1ccc(-n2c(C)cn3c4c(=O)n(CC(N)=O)c(=O)n(C)c4nc23)cc1 | 0.4 | -4 | 0.0 | -6
CC1(C)CC(=O)C(N=Nc2cccc3ccccc23)=C(O)C1 | -1.6 | -7 | -0.1 | 24
CC(C)n1c(NC(=O)Nc2ccc(Cl)c(Cl)c2)c2ccccc2nc1=O | -1.1 | 10 | 0.6 | 10
O=C(CCC1CC(=O)Nc2ccccc21)NCc1ccccc1 (stereo not given) | -1.5 | 13 | 0.4 | 8
